KCNQ2 block = KCNQ2 potassium channel inhibitors, primary screen, cell-based, CHO-K1, FluxOR thallium flux, B-score (AID 2156); Potassium voltage-gated channel subfamily KQT member 2 (Rattus norvegicus), O88943; 20 min; active compounds read low; B-score at 10 µM; 310,000 tested, 1.1% active;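 active = fluorescence ratio B-score at most minus 3 library SDs, with starting brightness B-score within 2 library SDs, cut at about -5.5 in these data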
Kir21 block = inhibitors of mouse Kir2.1 inward-rectifier potassium channel; HEK293-Kir2.1, FluxOR thallium flux fluorescence; active compounds read low; B-score at 10 µM; 310,000 tested, 0.85% active; AID 1672, 2009;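 active = fluorescence ratio B-score at or below minus 3 SD of library scores, with starting-brightness B-score within 2 SD, cut at about -4.2 in these data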;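 also: channel flux triggered by added potassium and thallium sulfate stimulus; B-score of peak minus minimum fluorescence over baseline after thallium stimulus; more negative B-score means stronger Kir2.1 block with less thallium influx; some compounds called inactive have numbers as strong as hits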
Target sequence (P35561 whole entry, looked up): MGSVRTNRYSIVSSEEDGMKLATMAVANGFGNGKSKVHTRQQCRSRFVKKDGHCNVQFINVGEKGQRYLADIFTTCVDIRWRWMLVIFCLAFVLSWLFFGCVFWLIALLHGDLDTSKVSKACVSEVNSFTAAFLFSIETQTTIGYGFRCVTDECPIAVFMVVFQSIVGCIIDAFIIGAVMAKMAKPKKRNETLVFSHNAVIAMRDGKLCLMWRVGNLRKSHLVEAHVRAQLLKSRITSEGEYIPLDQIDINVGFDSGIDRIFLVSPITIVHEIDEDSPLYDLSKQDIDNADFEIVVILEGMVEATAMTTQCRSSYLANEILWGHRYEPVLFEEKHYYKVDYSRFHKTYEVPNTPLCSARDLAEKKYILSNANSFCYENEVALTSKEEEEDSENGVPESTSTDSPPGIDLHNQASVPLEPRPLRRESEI
* marks the source's active call; other numbers are inactive results; i = inactive. Rows are unselected; overall some 1.8% were active at least once.

SMILES	KCNQ2 block	Kir21 block
Cc1cc(C)cc(C(=O)Nc2cc3c4c(c2)CC(=O)N4CCC3)c1	i	1.57
COc1ccc(C2=NOC(C(=O)N3CCCc4ccccc43)C2)cc1 (stereo not drawn)	i	-0.71
Cn1c(SCC(=O)N2CCc3ccccc3C2)nnc1-c1ccncc1	i	0.2
CCOC(=O)C1NN=C(C(=O)c2ccc(C)cc2)C1c1ccc(C)cc1 (stereo not drawn)	i	-3.16
O=C(O)c1c2c(nc3ccc(S(=O)(=O)N4CCC(C(=O)NCc5ccc(Cl)cc5)CC4)cc13)CCCC2	i	0.13
Cc1cccc(NC(=O)Cc2ccc(-c3ccccc3)cc2)n1	i	0.31
COc1ccc(S(=O)(=O)NCC(=O)NCc2cc(=O)n(C)c(=O)n2C)cc1	i	-0.15
Cc1ccc(-c2ccc(=O)n(CC(=O)NCCCN3CCCCC3)n2)cc1	i	1.11
CC(=O)c1cccc(CN2CCC(n3nccc3NC(=O)c3ccc4c(c3)OCO4)CC2)c1	i	1.63
Cc1ccc(O)c(NC(=S)NC(=O)CC(C)C)c1	i	0.06
Cn1c(N/N=C/c2ccccc2)nc2sc3c(c2c1=O)CCC3	i	-1.72
C/C(Cc1nnn(-c2cc(C)on2)n1)=N\O	i	0.87
O=C(CSc1ccccn1)N/N=C/c1ccccc1[N+](=O)[O-]	i	-1.01
Cc1ccc(S(=O)(=O)Nc2nc(C)c(C(=O)NN)s2)cc1	i	-0.18
O=C(Cc1ccc(NC2=NC3CS(=O)(=O)CC3S2)cc1)Nc1ccc(F)cc1 (stereo not drawn)	i	-0.26
CCN1CCCc2cc(CN(CCN3CCOCC3)C(=S)Nc3ccc(OC)c(Cl)c3)ccc21	i	0.74
CCCC(=O)Nc1ccc(C(=O)NCc2ccccn2)cc1	i	-1.31
Cc1cc(C(=O)CCl)c(C)n1-c1cccc(S(=O)(=O)N2CCOCC2)c1	i	-1.21
CN(C)S(=O)(=O)c1cc(NC(=O)COC(=O)Cc2ccc(Cl)cc2Cl)ccc1Cl	i	-0.29
O=C(CCC(=O)c1ccccc1)NCCOc1ccccc1	i	1.46
CC(=O)Nc1ccc(SCC(=O)c2cc(C)n(C)c2C)cc1	i	0.37
COc1cccc(CNCCOCCO)c1OC	i	0.37
O=C(NN1C(=O)/C(=C/c2ccc(O)cc2)SC1=S)c1cccc(O)c1	i	-6.1
CCc1ccc(N2CCN(C(=O)N3CCOCC3)CC2)cc1	i	0.05
COc1cc(-c2nc3c4ccccc4nc(=S)n3[nH]2)cc(OC)c1OC	i	-0.06
Cc1oc(-c2ccccc2F)nc1CS(=O)(=O)CC(=O)NCCN(C)C1CCCCC1	i	0.13
Cc1cc(CNC(=S)Nc2ccc(S(=O)(=O)Nc3ncccn3)cc2)nn1C	i	1.21
CC(=O)c1ccc(C(C)(C)c2ccc(C(C)=O)s2)s1	i	-0.39
COc1ccc(C(=O)O/N=C(\N)Cc2ccc([N+](=O)[O-])cc2)c(OC)c1	i	-1.16
c1ccc2c(c1)oc1c(Nc3ccc4c(c3)OCO4)ncnc12	i	-0.02
O=C(NCCc1ccccc1)C1CCCN1S(=O)(=O)c1cccc2nsnc12 (stereo not drawn)	i	-0.69
CCc1ccccc1NC(=O)C1CCCN1S(=O)(=O)c1ccc(-c2ccc(=O)[nH]n2)s1 (stereo not drawn)	i	0.05
Cc1ccc(-n2c(SCC(=O)Nc3cccc(S(N)(=O)=O)c3)nc3ccccc32)cc1	i	1.62
COc1ccc(NC(=O)c2ccccc2[N+](=O)[O-])cc1OC	i	0.55
CS(=O)(=O)Nc1ccccc1C(=O)N1CCN(c2ccccc2)CC1	i	0.85
CCOC(=O)Cc1csc(NC(=O)CN2CCCCC2)n1	i	0.58
CCn1nc(NC(=O)c2cccnc2)c2cc3ccccc3nc21	i	-1.96
O=C(CSc1nnc(Cc2ccccc2)o1)Nc1ccc2c(c1)OCO2	i	-2.13
COc1ccc(C(=O)NCCc2cn3ccccc3n2)cc1	i	-2.17
CC(C)c1ccc(/C=N/NC(=O)c2cc(-c3cccc([N+](=O)[O-])c3)n[nH]2)cc1	i	0.45
CN(CCC#N)C(=O)COC(=O)c1ccccc1OCc1ccccc1Cl	i	1.4
COc1ccc(OC)c(C(C(=O)NC2CCCCC2)N(C(=O)c2ccccn2)c2cccnc2)c1 (stereo not drawn)	i	-0.67
Cn1c(CSCc2ccc(Cl)cc2)nnc1SCC(=O)Nc1nccs1	i	1.58
CN(C)Cc1c(O)ccc2occ(C(O)c3ccccc3)c12 (stereo not drawn)	i	-3.8
CC(C)NC(=O)c1onc(CSc2ccccc2F)c1C(=O)O	i	0.09
c1cc2c(cc1-c1[nH]ncc1CN1C[C@H]3CC[C@H]1C3)OCO2	i	0.67
COc1ccc(CCNC(=S)Nc2ccccc2C)cc1	i	0.06
CC1CCCN(C(=O)C2CCN(S(=O)(=O)c3ccc4c(c3)CC(C)N4C(=O)C3CC3)CC2)C1 (stereo not drawn)	i	-0.01
CC(=O)Nc1ccc(NC(=O)C2CCCN2C(=O)Nc2ccccc2[N+](=O)[O-])cc1 (stereo not drawn)	i	0.1
N#Cc1ccccc1NCc1ccccc1	i	0.15
O=C(CSc1nccn(-c2cccc(F)c2)c1=O)Nc1ccc(Cl)cc1F	i	-0.85
CCc1ccc(NC(=O)CSc2nc3ccsc3c(=O)n2CCC(=O)O)cc1	i	1.1
CC1(C(=O)NCc2ccccc2)Oc2ccccc2NC1=O (stereo not drawn)	i	-2.31
Cc1occc1C(=O)NNC(=S)NC(=O)COc1ccc(Cl)cc1Cl	i	-0.99
CN(C(=O)N1CCN(S(=O)(=O)c2ccccc2)CC1)c1ccccc1	i	1.25
O=C(CN(c1ccccc1)S(=O)(=O)c1ccc(Cl)cc1)Nc1ccccc1C(=O)N1CCCC1	i	1.39
Brc1ccc(CSc2ncnc3nc[nH]c23)cc1	i	-2.16
COc1ccccc1NC(=S)NCC1CCC(CNC(=S)Nc2ccccc2OC)CC1 (stereo not drawn)	i	-0.01
N#C/C(=C(/O)COc1ccc(Br)cc1)c1nnc2n1CCCCC2	i	0.25
COc1cc(OC)c(-c2nn3c(C4CCCCC4)nnc3s2)cc1OC	i	-0.61
Following part.
SMILES	KCNQ2 block	Kir21 block
CCOc1ccccc1/C=C(\C#N)C(=O)NC1CC1	i	-1.54
Cc1ccc(C(=O)Oc2cc(-c3ccccc3)no2)cc1	i	-0.67
CCOC(=O)C1=C(C)NC(C)=C(C(=O)OC)C1c1ccco1 (stereo not drawn)	i	0.01
CCC1=[N+](CC(=O)c2ccc(C)cc2)CCn2cccc21	i	-1.6
O=C(NCc1ccc2c(c1)OCO2)C1CC(c2ccccc2O)=NO1 (stereo not drawn)	i	-0.02
CC(C)(C)C(=O)/C=c1\s/c(=C\c2ccc(-c3ccc([N+](=O)[O-])cc3)o2)c(=O)n1CC(=O)NC(N)=O	i	-3.1
COc1ccc(CC(=O)Nc2nc(-c3ccc(F)c(F)c3)cs2)cc1	i	-0.12
CC(C)(C)OC(=O)CN1C(=O)NC(Cc2c[nH]c3ccccc23)C1=O (stereo not drawn)	i	0.01
CC(C)(C)NCC(O)COc1ccc(Br)cc1 (stereo not drawn)	i	-1.73
CCN(CC)c1ccc(NC(=O)CN2CCN(CC(=O)Nc3ccccc3OC)CC2)cc1	i	-0.56
Cc1ccc(SCc2[nH]nc3c2C2(CCSCC2)C(C#N)=C(N)O3)cc1	i	1.56
CC(=O)Oc1cccc(-c2nc3ccccc3c(=O)o2)c1	i	0.72
CC1=CC2=C(OC1N(C)C)c1cccc3cccc(c13)C2=O (stereo not drawn)	i	0.26
CCOC(=O)c1cc(-c2ccccc2)sc1NC(=O)C(C)C	i	-0.16
COc1cccc(/C=C2/SC(=S)N(CC(=O)NNC(=O)c3ccccc3O)C2=O)c1	i	-1.28
Cc1ccc(NC(=O)CCSc2ccccc2)c(C)c1	i	-0.05
O=C(O)/C(=C\c1ccc(Cl)c([N+](=O)[O-])c1)c1ccc(S(=O)(=O)N2CCCCC2)s1	i	0.76
COC(=O)c1ccc(C2NCCc3cc(OC)c(OC)cc32)cc1 (stereo not drawn)	i	0.99
COCCNC(=O)/C(C#N)=C1\N=C(N)c2ccccc21	i	0.86
O=C(NCC1CCN(C(=O)c2c(F)c(F)c(F)c(F)c2F)CC1)c1c(F)c(F)c(F)c(F)c1F	i	0.36
COC(=O)C1=CNC=C(C(=O)OC)C1c1ccc(C(=O)OC)cc1	i	0.03
CCCCNc1c([N+](=O)[O-])ncn1C	i	0.61
CC1=CCC2C(=O)N(c3nc4ccccc4n3C)C(=O)C2C1 (stereo not drawn)	i	1.68
CN(C(=O)c1ccccc1C(=O)OCC(=O)Nc1ccc(S(N)(=O)=O)cc1)c1ccccc1	i	3.05
c1ccc2c(c1)NC(c1ccncc1)n1c-2nc2ccccc21 (stereo not drawn)	i	-0.38
CCOC(=O)c1c(-c2ccc(F)cc2)csc1NC(=O)CCN1CCOCC1	i	-1.31
COc1ccc(CNS(=O)(=O)c2ccc3c(c2)N(C(C)=O)CCO3)cc1	i	0.81
COc1c2n(C)ccc3c-2n(c(=O)c1=O)c1ccccc31	i	-0.21
CCc1noc(C)c1C(=O)Nc1cc(Cl)ccc1-n1cncn1	i	-0.81
Cc1cccc(OCc2cc(-c3ccccc3)no2)c1C	i	1.79
Cc1[nH]c2ccccc2c1C(=O)C(=O)NCCOc1ccccc1	i	-0.49
CN=C(C)/C(C(=O)OC)=C(/O)c1ccc(Cl)cc1Cl	i	-0.04
CC1(C)Cc2c(cnn2-c2cccc(F)c2)C(NC(=O)c2csnn2)C1 (stereo not drawn)	i	1.27
N#CC1=C(S)N=C(N)C(c2nc(-c3ccccc3)cs2)C12CCCCC2 (stereo not drawn)	i	-0.01
COCCSc1ccccc1C(=O)NCCc1ccccc1	i	-0.01
Cc1ccc2c(c1)-c1c(cnn1CC(=O)N(CCC#N)c1ccccc1)CO2	i	-1.75
O=C1CN(C(=O)COc2c(F)c(F)cc(F)c2F)c2ccccc2N1	i	0.06
Cc1ccc(OCCOc2cccc(/C=N/NC(N)=O)c2)cc1	i	0.85
CCOC(=O)C1=C(C)NC(=S)NC1c1ccc(-c2cccc(Cl)c2C)o1 (stereo not drawn)	i	0.61
CCC(C)c1ccccc1OCCOCCN1CCCC1 (stereo not drawn)	i	-0.83
COc1ccc(-n2cc(CNCCc3ncc(C)[nH]3)c(-c3ccccc3Cl)n2)cc1	i	-4.8*
Cc1ccc(S(=O)(=O)N/N=C/c2cc([N+](=O)[O-])ccc2O)cc1[N+](=O)[O-]	i	1.48
O=c1c(Cl)c(N2CCN(S(=O)(=O)c3ccc(F)cc3)CC2)cnn1-c1cccc(Cl)c1	i	0.05
CC1(C)C2CCC13CS(=O)(=O)N[C@@H]3C2 (stereo partly drawn)	i	-0.06
N/C(=N\OC(=O)Cc1ccccc1)c1ccccc1Cl	i	-0.26
COc1ccc(NC(=O)CSc2nnnn2C2CCCCC2)cc1	i	1.01
O=C(Cn1cnc2ccccc21)c1ccccc1	i	0
CN(CC(=O)NCCc1ccc(S(N)(=O)=O)cc1)S(=O)(=O)c1ccc(Br)s1	i	0.16
CC(C)(C)N1C(=O)[C@H]2[C@@H](c3ccc(Br)cc3)N3C(=O)N(c4cccc(F)c4)C(=O)[C@@]3(Cc3ccccc3)[C@H]2C1=O	i	0.5
C=CCN1C(=O)C(Cc2ccc(Br)cc2)S/C1=N\N=C\c1ccco1 (stereo not drawn)	i	-1.78
Oc1c(Br)cc(C2N=C(c3ccccc3)NO2)cc1Br (stereo not drawn)	i	0.04
O=C1NCCCC1C(=O)N1CCN(C(=O)c2ccco2)CC1 (stereo not drawn)	i	-0.62
COc1ccc(Cc2nnc(SCC(=O)NC3(C#N)CCCCC3)n2N)cc1	i	-1.06
Cc1ccc(Cn2nnc3c(=O)n(Cc4cc(C)ccc4C)cnc32)cc1	i	0.01
CC(NC(=O)c1cc2cc(F)ccc2[nH]1)c1ccccc1 (stereo not drawn)	i	-0.45
O=S(=O)(c1ccc(SCCO)nc1)N1CCCC1	i	0.32
CCCOc1ccc(NC(=O)C2OC3OC(C)(C)OC3C3OC(C)(C)OC23)cc1 (stereo not drawn)	i	2.64

Screening data: PubChem BioAssay, Johns Hopkins Ion Channel Center
